# From PubChem BioAssay
# GlmU inhibition – inhibition of mycobacterial GlmU enzyme – biochemical, glucosamine-1-phosphate acetyltransferase (AID 1376). M. tuberculosis GlmU acetyltransferase enzyme assay; higher % means a stronger effect. inhibition, %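 (tested at 30 µM in the primary screen)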, or IC50 in µM where a hit was titrated. 0.25% of 220,000 active; in the data active means inhibition above about 13%;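 further: 0% = complete reaction with vehicle and 100% = reaction without substrate; strong numbers were not always called active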
# Mtb RmlCD inh – blocks M. tuberculosis RmlC and RmlD coupled enzymes. P9WH09+P9WH11. RmlC+RmlD coupled enzyme assay, percent inhibition; primary screen in compound mixtures. inhibition, % at 3.6 µM. 0.03% of 160,000 active. AID 1533; in the data active means inhibition mostly above about 34%, no sharp cut-off; further: some results filed as inactive read as strong as hits
# Target sequence (P9WH09 whole entry, looked up): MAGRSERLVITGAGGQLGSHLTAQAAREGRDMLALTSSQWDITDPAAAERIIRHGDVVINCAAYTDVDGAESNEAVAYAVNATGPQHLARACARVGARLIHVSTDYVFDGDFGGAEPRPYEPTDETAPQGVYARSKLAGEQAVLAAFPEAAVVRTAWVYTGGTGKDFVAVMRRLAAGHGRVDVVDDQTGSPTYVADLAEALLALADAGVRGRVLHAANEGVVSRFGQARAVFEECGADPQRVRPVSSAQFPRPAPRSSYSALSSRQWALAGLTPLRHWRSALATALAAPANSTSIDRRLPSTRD
# Target sequence (P9WH11 whole entry, looked up): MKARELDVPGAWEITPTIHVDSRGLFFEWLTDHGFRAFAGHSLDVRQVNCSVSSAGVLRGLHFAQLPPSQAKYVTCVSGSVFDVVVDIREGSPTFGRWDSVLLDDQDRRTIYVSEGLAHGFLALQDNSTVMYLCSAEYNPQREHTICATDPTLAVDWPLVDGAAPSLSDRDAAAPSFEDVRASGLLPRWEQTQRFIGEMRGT
# An asterisk follows results filed as active; x = no result given. An excerpt (hit frequency here may not be typical).
SMILES,GlmU inhibition,Mtb RmlCD inh
O=C(CCCC(=O)OCC(Cl)=C(Cl)Cl)Nc1ccccc1,-4.5%,7
O=C(Cc1noc2ccccc12)Nc1ccccn1,2.6%,-10
Cc1cc(C)n(CCN(C)C(=O)c2cc(COc3c(F)cccc3F)on2)n1,0.6%,x
CCOC(=O)Cc1c(C)nc2c(-c3cccc(Br)c3)c[nH]n2c1=O,0.1%,-3
CCOC(=O)CNc1nc(Cl)nc(NC(C)(C)C)n1,6.1%,6
C=CCNC(=O)CN(c1ccc(F)cc1)S(=O)(=O)c1ccc(OC)cc1,-1.8%,14
Cc1[nH]nc(SCC(=O)N2CCOCC2)c1[N+](=O)[O-],1.4%,-9
CCC(=O)N1CCN(c2ccc(NC(=O)c3ccc(Br)o3)cc2)CC1,-9.4%,12
Cn1ncc2c(Nc3ccccc3Cl)nc(Cl)nc21,x,6
CN(C)c1ccc(NC(=O)C2CCCN(S(=O)(=O)c3ccccc3)C2)cc1 (centres undefined),-4.3%,5
CCCCCCCCSc1nnc2[nH]c(=O)cc(N)n12,3.1%,5
COc1ccc(NC(=O)Nc2ccc3c(c2)CCC3)c(OC)c1,-7.8%,x
Cc1ccc(NC(=O)N2CCCCC2)cc1[N+](=O)[O-],-4.6%,-7
COC(=O)c1ccccc1-c1ccc(C(c2c(C)[nH][nH]c2=O)c2c(C)[nH][nH]c2=O)o1,-1.8%,-2
CNc1nc(N/N=C/c2cc3c(cc2[N+](=O)[O-])OCO3)nc(Nc2ccccc2)n1,8.8%,1
CC(C)CCN1CCN(Cc2ccc(N3CCNC3=O)cc2)CC1CCO (centres undefined),-2.4%,x
O=C(CCc1ccccc1)Nc1ccc(N2CCOCC2)cc1,7.6%,x
O=C(COC(=O)CC1c2ccccc2CCN1S(=O)(=O)c1ccc(F)cc1)Nc1ccccc1 (centres undefined),-5.3%,-2
C/C(=N\NC(=O)c1cc(C(C)C)[nH]n1)c1ccco1,-1.2%,-3
CCCc1nc2sc3c(c2c(=O)n1NC(=O)CCC(=O)O)CCCC3,3.7%,-15
COc1cc(SC)ccc1C(=O)Nc1cccc(C)n1,0.3%,11
COc1ccc(N2C(=O)CS/C2=N\C(=S)Nc2ccccc2)cc1,0.6%,-18
COc1cc(OC)cc(C(=O)NC(=S)Nc2nnn(C)n2)c1,0.5%,8
N#Cc1ccccc1NC(=O)CSc1nnc(-c2ccc(F)cc2)n1-c1ccccc1,x,2
CC[C@H]1CN2CC[C@@]3(C(=O)Nc4ccccc43)[C@@H]2C[C@@H]1/C(=C\OC)C(=O)OC,2.3%,x
COc1ccc2[nH]c3c(NCc4ccco4)ncnc3c2c1,-1.7%,-7
COCCn1nnnc1C(CC(C)C)N1CCN(c2cccc(OC)c2)CC1 (centres undefined),-6.9%,-8
Nn1cc(-c2ccccc2)nc1SCC(=O)Nc1ccc2c(c1)OCO2,-0.1%,x
COc1ccc2c(c1)[nH]c1c(=O)n(CCN(C)C)cnc12,4.8%,6
COc1cc(/C=N/NC(=O)CCc2n[nH]c(=O)[nH]c2=O)ccc1O,-5.1%,-4
Cc1cc(C)nc(SCc2ccc(C(=O)NN=C3CCCC3)cc2)n1,-4.0%,2
CS(=O)(=O)N(CC(=O)NCc1ccc2c(c1)OCO2)C1CCCCC1,3.6%,-12
O=S(=O)(NC1CC1)c1ccc(S(=O)(=O)N2CCCC3(CCCCC3)C2)cc1,12%,8
COCCn1c(-c2ccc(-c3ccccc3Cl)o2)nc2c1c(=O)[nH]c(=O)n2CC(C)C,2.2%,-3
Cc1ccc([N+](=O)[O-])cc1N(CC(=O)N1CCCCC1)S(C)(=O)=O,-3.3%,109
Cc1ccc(NC(=O)Nc2nc3ccccc3s2)cc1NC(=O)Nc1nc2ccccc2s1,-7.8%,-2
COc1ccc(CC(NC(=O)c2ccccc2)C(=O)NCC(=O)O)cc1 (centres undefined),-6.2%,-4
O=C(Nc1ccccc1-c1ccccc1)c1ccc(NC(=O)c2ccco2)cc1,-2.9%,2
Cc1ccc(NC(=O)Cn2nc(C)c([N+](=O)[O-])c2C)cc1Cl,9.2%,-2
O=C(CC(Nc1cccc(Cl)c1Cl)C(=O)O)c1ccccc1 (centres undefined),7.2%,-18
C=CCn1c(SCC(=O)c2cc(C)n(CCOC)c2C)nc2sc(C)c(C)c2c1=O,0.5%,11
Cc1ccc(NC(=O)C2CCN(S(=O)(=O)c3c(C)noc3/C=C/c3ccco3)CC2)nc1,3.1%,-15
CN1CCN(CC(=O)Nc2ccc([N+](=O)[O-])cc2Br)CC1,7.3%,-11
CC(C)NC(=O)c1cc2c(-c3ccc(Cl)cc3)nn(C)c2s1,-1.4%,3
CCc1nc(NCc2ccc3c(c2)OCO3)c2oc3ccccc3c2n1,x,-5
Cc1cc(C)nc(/N=C(\NC(=O)C(C)(C)C)Nc2ccccc2)n1,3.9%,17
CCN(CC)S(=O)(=O)c1ccc(C(=O)OCn2nnc3ccccc3c2=O)cc1,2.8%,7
O=C(NCC1CCCO1)C(c1cccs1)N(Cc1cccs1)C(=O)Cn1nnc(-c2cccs2)n1 (centres undefined),-3.4%,x
Cn1c(=O)cc(N)n(Cc2ccccc2)c1=O,4.5%,x
CSc1nnnn1-c1c(C)cc(C)cc1C,4.0%,9
NC(=NC(=O)c1ccccc1)N1CCN(C(c2ccccc2)c2ccccc2)CC1,4.1%,6
N#Cc1c(/N=C/c2cccs2)sc2c1CCCCC2,0.3%,1
CCOC(=O)N1CCN(C(=S)NC(=O)c2cc(Br)ccc2Cl)CC1,3.2%,3
O=C(CN1CCN(Cc2ccc(Cl)cc2)CC1)N/N=C/c1ccncc1,-7.2%,8
Cc1nc2nc(SCC(=O)NCc3ccco3)nn2c(C)c1Cc1c(F)cccc1Cl,-3.0%,5
CN1C(=O)N(C)C(=O)C2(Cc3cc([N+](=O)[O-])ccc3N(C)C2)C1=O,0.5%,1
CCOC(=O)N1CCN(C(=O)c2oc3ccc(S(=O)(=O)N4CCOCC4)cc3c2C)CC1,0.5%,-1
Cc1cc(NC(=O)CSc2nnc(-c3cccnc3)n2C)no1,-1.4%,x
CCCCCCCc1nc2nc(C)c(Br)c(=O)n2[nH]1,1.2%,8
O=C(CCC(=O)c1cccs1)Nc1ccc(N2CCCCC2)cc1,-1.8%,6

# A second format for part of the listing above.
SMILES	GlmU inhibition	Mtb RmlCD inh
Cc1cc(C)nc(/N=C(\NC(=O)C(C)(C)C)Nc2ccccc2)n1	3.9%	17
CCN(CC)S(=O)(=O)c1ccc(C(=O)OCn2nnc3ccccc3c2=O)cc1	2.8%	7
O=C(NCC1CCCO1)C(c1cccs1)N(Cc1cccs1)C(=O)Cn1nnc(-c2cccs2)n1 (centres undefined)	-3.4%	x
Cn1c(=O)cc(N)n(Cc2ccccc2)c1=O	4.5%	x
CSc1nnnn1-c1c(C)cc(C)cc1C	4.0%	9
NC(=NC(=O)c1ccccc1)N1CCN(C(c2ccccc2)c2ccccc2)CC1	4.1%	6
N#Cc1c(/N=C/c2cccs2)sc2c1CCCCC2	0.3%	1

# Remaining list, next part:
SMILES,GlmU inhibition,Mtb RmlCD inh
O=C(N/N=C/c1ccc([N+](=O)[O-])cc1)C(=O)N1CCCC1,3.1%,-11
O=C(/C=C/c1ccco1)Nc1cccc(NC(=O)/C=C/c2ccco2)n1,6.9%,7
O=C(CSc1ncnc2c1oc1ccccc12)NCC1CCCO1 (centres undefined),5.6%,x
CC1CN(c2oc(-c3ccco3)nc2C#N)CC(C)O1 (centres undefined),-7.4%,-3
CCOC(=O)C1C(=O)CC(C)(O)C(C(=O)OCC)C1c1cccc(OC(F)(F)C(F)F)c1 (centres undefined),1.4%,11
CC(C)CCNC(=O)c1c(N)n(Cc2ccc3c(c2)OCO3)c2nc3ccccc3nc12,4.0%,x
O=C(O)c1cc(NS(=O)(=O)c2ccc(N3CCOCC3)c([N+](=O)[O-])c2)cc(C(=O)O)c1,0.9%,-8
c1ccc(-n2c(-c3ccco3)nnc2-c2ccco2)cc1,-3.8%,2
COc1ccc(C(C)=O)cc1COc1ccc(-n2cnnn2)cc1,1.1%,x
O=C(NCCCn1ccnc1)/C(=C\c1cccnc1)NC(=O)c1cccc(Br)c1,2.1%,3
CN1CCN(c2nc3c(c(=O)n(C)c(=O)n3C)n2CC(=O)C23CC4CC(CC(C4)C2)C3)CC1,-1.3%,-6
O=C(c1ccccc1)N1CCc2ccccc21,-0.8%,12
CCOC(=O)c1csc(NC(=O)CSc2nnnn2CC)n1,0.0%,x
NS(=O)(=O)c1ccc(N=Nc2c(O)ccc3ccccc23)cc1,0.6%,9
Cc1nc2sc3c(c2c(=O)n1N)CCC3,3.0%,-10
CCNC(=S)Nc1cccc(F)c1C,1.4%,-7
CCC1(C(=O)OC)NC(c2ccco2)C2C(=O)N(c3ccccc3)C(=O)C21 (centres undefined),3.4%,-7
CC1=[N+]([O-])C(C)(C)C(C)N(O)C1=O (centres undefined),2.5%,x
Oc1ccc(-n2cnnn2)cc1,0.3%,8
CCc1nnc(NC(=O)CSc2nc3c(cc2C#N)CCC3)s1,-6.4%,1
CCOc1ccc(CSCCNC(=S)Nc2ccc(OC)cc2)cc1,5.0%,-11
O=[N+]([O-])c1ccc(N2CCN(S(=O)(=O)c3ccccc3)CC2)cc1NCc1ccco1,-8.5%,7
Cc1ccc(OCCc2csc(N)n2)cc1,x,6
Fc1ccc(CN2C3=NCCCN3c3ccccc32)cc1,4.7%,-8
FC(F)(F)c1ccc(Oc2ccc3c(C(F)(F)F)cc(C(F)(F)F)nc3n2)cc1,0.5%,-6
Cc1cc(C(=O)N/N=C/c2ccc([N+](=O)[O-])o2)c(C)o1,-3.9%,-9
CC(C)CN1C=C2C(=O)C(C)(OC(=O)CCc3ccccc3)C(=O)C=C2C=C1c1ccc(C#N)cc1 (centres undefined),1.9%,x
FC(F)(F)c1nnc2ccc(N3CCOCC3)nn12,4.8%,x
COc1ccc(-c2csc(NC(C)c3nc4cc(Cl)c(N5CCCCC5)cc4n3CCOCCO)n2)cc1 (centres undefined),0.6%,x
COc1cc(NC(=O)CN2CC(c3ccccc3)CC2=O)cc(OC)c1 (centres undefined),5.3%,-7
Cc1ccc2oc(Nc3nc(C)c(C)c(C)n3)nc2c1,5.7%,-15
Cc1ccc(C)c2[nH]c(=O)c(C(c3nnnn3CCc3ccccc3)N3CCOCC3)cc12 (centres undefined),-3.9%,-5
Cn1c(SCC(=O)Nc2ccc3nc(SCC(=O)N4CCCC4)sc3c2)nnc1-c1ccc(N)cc1,x,-7
O=C(c1cnn(-c2ccccc2)c1-n1cccc1)N1CCN(C2CCCCC2)CC1,-4.5%,x
Cc1ccc(NC2=C(Cl)C(=O)c3ccccc3C2=O)cc1,-3.2%,-1
COc1ccc(-c2nnc(N)s2)cc1,-2.9%,x
CC(C)C(NS(=O)(=O)c1cccc2nsnc12)C(=O)Nc1nccs1 (centres undefined),0.2%,1
CCc1nnc(NC(=O)CCc2nc(C3=CCN(C)CC3)no2)s1,-1.7%,x
CC(C)(C)OC(=O)C(Cc1ccc(OC(C)(C)C)cc1)NC(=O)CNC(=O)CNC(=O)OCc1ccccc1 (centres undefined),-1.6%,-8
COc1ccccc1OCc1ccc(C(=O)NN)o1,-1.8%,2

# Record cards, from the list above. Values in the order: GlmU inhibition, Mtb RmlCD inh
# `COc1ccc(N2C(=O)CS/C2=N\C(=S)Nc2ccccc2)cc1` as listed: 0.6%, -18
# `C=CCn1c(SCC(=O)c2cc(C)n(CCOC)c2C)nc2sc(C)c(C)c2c1=O` as listed: 0.5%, 11
# `CCc1nnc(NC(=O)CCc2nc(C3=CCN(C)CC3)no2)s1` as listed: -1.7%, x

# Back to the main list; the 6 compounds before the break are reprinted first.
SMILES,GlmU inhibition,Mtb RmlCD inh
Cc1ccc(NC2=C(Cl)C(=O)c3ccccc3C2=O)cc1,-3.2%,-1
COc1ccc(-c2nnc(N)s2)cc1,-2.9%,x
CC(C)C(NS(=O)(=O)c1cccc2nsnc12)C(=O)Nc1nccs1 (centres undefined),0.2%,1
CCc1nnc(NC(=O)CCc2nc(C3=CCN(C)CC3)no2)s1,-1.7%,x
CC(C)(C)OC(=O)C(Cc1ccc(OC(C)(C)C)cc1)NC(=O)CNC(=O)CNC(=O)OCc1ccccc1 (centres undefined),-1.6%,-8
COc1ccccc1OCc1ccc(C(=O)NN)o1,-1.8%,2
Cc1ccc2c(c1)CCCN2C(=O)c1ccc2c(c1)OCO2,6.5%,-2
Cn1nnnc1SCC(=O)N1CCN(c2cccc(Cl)c2)CC1,2.0%,11
C=C(C)Cn1c(CCNC(=O)CCC)nc2ccccc21,-4.8%,0
COc1ccc(Br)cc1C(=O)Nc1cccc(-c2nnc(-c3ccco3)o2)c1,-6.8%,x
Cc1ccc(-c2[nH]nc3c2C(C)C(C#N)=C(N)O3)cc1 (centres undefined),-2.5%,-5
C#CCSc1nnc(-c2cccc3ccccc23)o1,-3.3%,x
COc1cc2c(cc1OC)CN(C(=O)c1ccc(OC)c(S(=O)(=O)N3CCOCC3)c1)CC2,-3.3%,-5
c1ccc(CCc2nc(-c3ccncc3)no2)cc1,3.9%,x
Cc1cccc2cc(C#N)c(SCC(=O)N3CC(=O)Nc4ccccc43)nc12,3.2%,4
Clc1ccc(Nc2ncnc3c2nnn3Cc2ccccc2)cc1,3.2%,10
CC(NC(=O)Nc1nnc(C(F)(F)F)s1)N1C(=O)C2C3C=CC(C3)C2C1=O (centres undefined),-2.1%,-10
CC1(C(=O)O)CCC(C(=O)N2CCCCC2)C1(C)C (centres undefined),-4.2%,4
COCCNC(=S)NNc1cccc(C(=O)O)c1,-6.7%,19
COc1ccc(-c2noc(CN3CCN(c4ccccc4)CC3)n2)cc1,3.6%,6
COc1cc(/C=C/C(=O)OCC(=O)Nc2cccc(Oc3ccccc3)c2)ccc1O,-2.0%,-5
COc1ccc(CNC(=O)C2CCN(S(=O)(=O)N3CCC4(CC3)OCCO4)CC2)c(OC)c1,2.0%,7
